Screening results from PubChem BioAssay.
FAS-TE inh = blocks the thioesterase domain of human fatty acid synthase; 360,000 compounds, 0.67% hits; recombinant FAS-TE, OMFH fluorogenic substrate, fluorescence endpoint; P49327; inhibition, % at 15 µM; AID 602261;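 active = compounds whose normalised, plate-corrected inhibition of enzyme fluorescence in the single-dose primary screen is 50% or more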;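 note: 0% = DMSO with enzyme and 100% = substrate without enzyme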
SKN-1 block = C. elegans SKN-1 inhibition | C. elegans VP596 Pgst-4::GFP/RFP ratio, acrylamide-induced, 24 h | inhibition, % at 21.8 µM | 360,000 compounds, 0.49% hits;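 active = interference check ratio from 0.5 to 1.5 plus GFP to RFP signal ratio inhibition reaching or exceeding a fixed threshold, cut at about 30% in these data, passing the limit was not always enough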; note: some compounds called inactive have numbers as strong as hits
MsrA inhibitor = inhibitors of bovine MsrA | inhibition, % at 15.5 µM | purified bovine MsrA, absorbance read-out | 360,000 compounds, 0.75% hits | AID 651718; in the data active = inhibition above about 4.5%;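 note: 0% = vehicle wells with enzyme and 100% = reference inhibitor wells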
bovine MsrA act = bovine methionine sulfoxide reductase A activation | purified bovine MsrA, absorbance read-out | AID 602163 | 360,000 compounds, 0.3% hits | activation, % at 10.6 µM; in the data active = activation above about 7.5%;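 note: 0% = vehicle and 100% = reference activator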
Rin1-Abl PPI inh = blocks binding of human Rin1 to Abl | TR-FRET Rin1/Abl binding, biochemical | inhibition, % at 7.35 µM | 360,000 compounds, 0.4% hits | AID 588664; in the data active = inhibition above about 5%, passing the limit was not always enough
Neddylation inh = blocks human cullin neddylation; 360,000 compounds, 0.58% hits; AID 651699; TR-FRET cullin neddylation, biochemical; calls only at 25 µM; P61081+Q13564; in the data active = inhibition above about 36%
CendR NRP1 mod = alters CendR peptide binding to human NRP-1 | O14786 | FAM-RPARPAR peptide binding to NRP-1, fluorescence polarization | inhibition, % at 25 µM | 360,000 compounds, 0.85% hits | AID 602438;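 active = inhibition or corrected inhibition above about 18%, plus a signal ratio from 0.5 to 1.5, limit read from the data, passing the limit was not always enough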; note: strong numbers were not always called active
E coli Lon inh = inhibits E. coli Lon protease; P0A9M0; purified E. coli Lon protease, fluorescence polarization; inhibition, % at 7.94 µM; 360,000 compounds, 0.42% hits; in the data active = inhibition above about 13%, passing the limit was not always enough;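 note: 0% = enzyme with probe and DMSO and 100% = no enzyme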
Target sequence (P0A9M0 whole entry, looked up): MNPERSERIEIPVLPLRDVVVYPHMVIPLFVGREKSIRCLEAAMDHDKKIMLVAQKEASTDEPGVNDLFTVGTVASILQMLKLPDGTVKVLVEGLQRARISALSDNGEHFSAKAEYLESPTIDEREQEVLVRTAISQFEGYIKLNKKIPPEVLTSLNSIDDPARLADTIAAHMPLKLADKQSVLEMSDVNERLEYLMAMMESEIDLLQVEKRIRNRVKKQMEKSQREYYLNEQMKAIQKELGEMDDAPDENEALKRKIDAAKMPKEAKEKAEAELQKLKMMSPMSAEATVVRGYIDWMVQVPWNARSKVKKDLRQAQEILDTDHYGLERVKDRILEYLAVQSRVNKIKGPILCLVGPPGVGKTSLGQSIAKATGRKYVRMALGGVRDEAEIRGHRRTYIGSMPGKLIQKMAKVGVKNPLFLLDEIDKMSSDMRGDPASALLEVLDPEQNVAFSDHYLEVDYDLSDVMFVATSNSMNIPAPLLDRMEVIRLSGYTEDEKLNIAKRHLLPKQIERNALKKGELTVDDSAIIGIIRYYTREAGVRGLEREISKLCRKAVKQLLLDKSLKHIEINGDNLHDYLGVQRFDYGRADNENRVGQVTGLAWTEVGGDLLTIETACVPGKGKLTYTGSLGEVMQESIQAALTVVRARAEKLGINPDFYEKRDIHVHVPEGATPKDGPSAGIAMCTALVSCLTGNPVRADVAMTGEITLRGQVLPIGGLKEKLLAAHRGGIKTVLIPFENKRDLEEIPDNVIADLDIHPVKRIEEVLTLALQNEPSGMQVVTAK
MT1-MMP act inh = blocks activation of human MT1-MMP. P50281. HT1080 RFP-PRO-GFP cells, GFP/RFP ratio fluorescence, overnight; percent of plate control window, DMSO zero. GFP/RFP ratio change, % at 20 µM. 360,000 compounds, 0.061% hits. AID 651647;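 active = GFP/RFP ratio change of at least 30% with cell ATP level not reduced by more than half and red fluorescence within 50% of control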; note: strong numbers were not always called active
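Assay system – RFP-PRO-GFP reporter HT1080 cells · Compound dosing – single dose of 20 µM compound, 1% DMSO final · Incubation – overnight compound exposure at 37 °C · Measure – GFP/RFP fluorescence ratio · Benchmarks – DMSO wells and RFP-L50D-GFP cells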
* = called active by the depositor; i = inactive; nt = not tested or not shown; + = active, no number.

(1) O=C(Nc1ccncc1)c1ccc(NS(=O)(=O)c2cccc(F)c2)cc1
(2) CC(C)CN1CN(Cc2ccco2)CNC1=S
(3) CCOC(=O)CC1C(=O)NCCN1C(=O)c1sc2ccccc2c1Cl (configuration not stated)
(4) O=C(Nc1ccccn1)C1CCN(S(=O)(=O)c2ccc(Cl)cc2)CC1
(5) CCOc1ccc(NC(=O)CCN2CCN(C)CC2)cc1
(6) CCOC(=O)c1c(C)[nH]c2c1-c1ccccc1C(=O)C2=O
(7) COc1cc2c(cc1OC)C(C)N(C(C)=O)CC2 (configuration not stated)
(8) Cc1ccn2cc(-c3cccc(NC(=O)c4ccccc4)c3)nc2c1
(9) CC(=O)N1CCc2cc(Br)cc(S(=O)(=O)N3CCC(C(=O)O)CC3)c21
(10) Cc1c(N=C2NN=C(c3ccc(Cl)cc3)CS2)c(=O)n(-c2ccccc2)n1C

compound no. | 1 | 2 | 3 | 4 | 5 | 6 | 7 | 8 | 9 | 10
FAS-TE inh | -7 | -8 | -13 | 2 | -6 | 40 | -10 | 0 | -5 | -11
SKN-1 block | -12 | 6 | -1 | -6 | 37* | -6 | 10 | -1 | 2 | 9
MsrA inhibitor | 1.1 | -0.2 | 1.7 | 0.6 | -1.6 | 1.2 | 1.1 | 2.4 | 1.2 | 1.4
bovine MsrA act | -2 | -3 | -1 | -8 | -2 | 7 | -1 | -4 | -1 | 3
Rin1-Abl PPI inh | 3 | -1 | 0 | 0 | -4 | -2 | 0 | 0 | 0 | -1
Neddylation inh | i | i | i | i | i | i | i | i | i | i
CendR NRP1 mod | 4 | 6 | 1 | 5 | -22 | 13 | -3 | -4 | -6 | -4
E coli Lon inh | 4 | -9 | -8 | 15 | -10 | -9 | 3 | 3 | -3 | -2
MT1-MMP act inh | -8 | 2 | 3 | 5 | -2 | -29 | 9 | 9 | -5 | -3

(11) Cc1cc(/C=C(\C#N)C(=O)Nc2ccc(Cl)cc2)c(C)n1-c1ccc(N2CCOCC2)c([N+](=O)[O-])c1
(12) CCOCCCNC(=O)c1cn(CC(C)C)c(=O)c2c1c1ccccc1n2C
(13) CC(=O)c1ccc(OCC(=O)OCC(=O)N(CC(C)C)c2c(N)n(Cc3ccccc3)c(=O)[nH]c2=O)cc1
(14) CSCc1ccc(C(=O)NCc2ccccc2)cc1
(15) CN(CCOc1ccccc1)CC(=O)Nc1cccc(C#N)c1
(16) COc1ccc(OC)c(CCNC(=O)Cn2ccc3cc(S(=O)(=O)N4CCCC4)ccc32)c1
(17) Nc1nc(CN2CCN(Cc3ccccc3)CC2)nc(N2CCCc3ccccc32)n1
(18) Cn1ccc2c(N3c4ccccc4CCc4ccccc43)cc3c(c21)C1CCC3C1 (configuration not stated)
(19) COc1ccc(CNC(=O)C(=O)NCCC2CCCCN2S(=O)(=O)c2ccccc2)cc1 (configuration not stated)
(20) CCOC(=O)N1CCN(c2ncc(C(F)(F)F)cc2Cl)CC1

compound no. | 11 | 12 | 13 | 14 | 15 | 16 | 17 | 18 | 19 | 20
FAS-TE inh | 79* | 1 | -6 | -8 | 10 | -2 | -3 | 14 | 11 | 1
SKN-1 block | 9 | 9 | -5 | 2 | 7 | -18 | 7 | 6 | 1 | 0
MsrA inhibitor | 1.4 | 0.4 | -1.1 | -1.1 | 1.6 | -0.2 | -0.7 | 0.0 | -2.0 | 1.4
bovine MsrA act | -5 | -1 | -3 | -5 | -3 | -6 | -2 | -9 | -1 | -15
Rin1-Abl PPI inh | 4 | 0 | 0 | 4 | -1 | 1 | -3 | -2 | 4 | 0
Neddylation inh | i | i | i | i | i | i | i | i | i | i
CendR NRP1 mod | 9 | 1 | 12 | 7 | 10 | 3 | 3 | -14 | -4 | 23
E coli Lon inh | 4 | 2 | -3 | 0 | -2 | -7 | -1 | 2 | 0 | 3
MT1-MMP act inh | -6 | 0 | 0 | 0 | 0 | 6 | 5 | -1 | -1 | -2

(21) O=C(NCCN1CCC(n2c(=O)[nH]c3ccccc32)CC1)c1ccc(Cl)cc1Cl
(22) CC(=O)Nc1ccc(OCCC[n+]2ccccc2)cc1
(23) CC(NC(=O)COC(=O)c1cc(=O)c2ccccc2o1)c1ccccc1 (configuration not stated)
(24) Cc1ccc(N/N=C(\C#N)C(=N)N2CCCCC2)cc1
(25) COc1ccccc1NC(=O)COC(=O)c1c[nH]c2ccccc12
(26) CNc1ccccc1C(=O)OCC(=O)c1ccccc1
(27) COc1ccc(-n2ccnc2SCC(=O)NCc2ccco2)c(OC)c1
(28) COc1ccncc1-c1ccc(C2=CC(=O)CC(C)(C)C2=O)cc1
(29) CC(C)c1c(O)nc(SCC(=O)Nc2ccc3c(c2)CCC3)[nH]c1=O
(30) CCCNC(=O)C1CCN(S(=O)(=O)c2ccc3[nH]c(=O)ccc3c2)CC1

compound no. | 21 | 22 | 23 | 24 | 25 | 26 | 27 | 28 | 29 | 30
FAS-TE inh | -4 | -5 | -5 | -4 | 5 | 22 | -3 | 8 | -3 | -4
SKN-1 block | -18 | 3 | -4 | 7 | 9 | -1 | -4 | 2 | -6 | 6
MsrA inhibitor | 1.8 | 0.5 | -1.0 | 0.5 | 0.6 | nt | -0.3 | 0.6 | 1.0 | 1.1
bovine MsrA act | -11 | -3 | -5 | -5 | 1 | -1 | -5 | -1 | -3 | -2
Rin1-Abl PPI inh | nt | -4 | 3 | -2 | -1 | 1 | -1 | -1 | -1 | 2
Neddylation inh | i | i | i | i | i | i | i | i | i | i
CendR NRP1 mod | 0 | -3 | 5 | -12 | 10 | -3 | 3 | 13 | -11 | -8
E coli Lon inh | -5 | -3 | -5 | 1 | -1 | 2 | -6 | -7 | -9 | -6
MT1-MMP act inh | 7 | -1 | -3 | 4 | 7 | 2 | -5 | 0 | 1 | 0

(31) CCNC(=O)NC(=O)C(C)OC(=O)Cc1coc2cc3c(cc12)CCC3 (configuration not stated)
(32) CCN1CCN(c2nc3sc4c(c3c(=O)n2-c2ccc(OC)cc2)CCCCC4)CC1
(33) COc1cc(C(=O)Nc2nnc(C)s2)cc(OC)c1OC
(34) Cc1ccc(Nc2cc(C(=O)NCCCN3CCOCC3)c3ccccc3n2)cc1C
(35) CC#CC[N+](C)(C)CCCCCCCCCCCC
(36) COCCNC(=O)C/C(C)=N/NC(=O)C(=O)NC1CCCCC1
(37) OC(CNCc1ccccc1F)(c1ccc(F)cc1)c1ccc(F)cc1
(38) Cc1ccc(C(=O)NCCCNC(=O)c2ccco2)cn1
(39) CC(OC(=O)CNC(=O)C1CCCCC1)C(=O)NCc1ccccc1 (configuration not stated)
(40) COc1ccccc1NC(=O)c1nnn(Cc2ccccc2)c1NC(C)=O

compound no. | 31 | 32 | 33 | 34 | 35 | 36 | 37 | 38 | 39 | 40
FAS-TE inh | 3 | 18 | -8 | -1 | 4 | -6 | 23 | -6 | -4 | -5
SKN-1 block | 6 | -26 | 1 | -5 | 0 | -2 | 0 | 6 | 27 | -19
MsrA inhibitor | 0.4 | 0.2 | 0.4 | -0.3 | -1.4 | 0.7 | -0.2 | -0.8 | -1.1 | -1.9
bovine MsrA act | -2 | -12 | -7 | -5 | -2 | -2 | -4 | -2 | 0 | -1
Rin1-Abl PPI inh | 4 | -4 | -1 | -1 | -1 | 2 | -3 | 3 | -1 | -1
Neddylation inh | i | i | i | i | i | i | i | i | i | i
CendR NRP1 mod | 6 | -7 | 14 | -2 | -1 | 5 | -1 | -2 | -17 | -11
E coli Lon inh | 1 | 4 | 1 | -1 | 1 | -1 | -3 | -2 | 3 | 1
MT1-MMP act inh | -2 | -6 | 13 | 1 | -28 | -2 | -4 | 3 | 2 | -1

(41) O=C(O)c1ccc(Cn2c(=S)[nH]c3cc(Cl)ccc3c2=O)cc1
(42) C/C(=N\Nc1cc(C(F)(F)F)ccc1Cl)c1ccncc1
(43) Cc1cc(Br)c2c(c1)=C(c1sc(N3CCCCCC3)nc1O)C(=O)N=2
(44) O=C(COc1ccccc1)NCC(=O)N1CCCCCC1
(45) c1ccc(N=Nc2ccc3cccccc2-3)cc1
(46) COc1cc(/C(C)=N/NC(=O)CSc2nc3ccccc3[nH]2)ccc1O
(47) CCC(=O)Oc1ccc2c(C)cc(=O)oc2c1C
(48) CCOC(=O)c1[nH]c2ccccc2c1NC(=O)CN(C)C
(49) O=C(O)CCn1c(SCc2cccc3ccccc23)nc2ccccc21
(50) CC(=O)c1cccc(OCc2cc(C(=O)N3CCC(N4CCCCC4)CC3)no2)c1

compound no. | 41 | 42 | 43 | 44 | 45 | 46 | 47 | 48 | 49 | 50
FAS-TE inh | -4 | 29 | -2 | 1 | 25 | -8 | 2 | -6 | 4 | -4
SKN-1 block | 2 | 10 | 4 | -6 | 45* | -10 | 12 | -6 | -30 | 15
MsrA inhibitor | 2.0 | 1.4 | -1.0 | -1.5 | -0.1 | 1.5 | 0.1 | -0.4 | 0.8 | 0.2
bovine MsrA act | -9 | -2 | -1 | 0 | -2 | -2 | -2 | -5 | -1 | 1
Rin1-Abl PPI inh | 0 | 1 | -3 | 2 | -4 | -5 | -6 | -1 | -4 | 9.9*
Neddylation inh | i | i | i | i | i | i | nt | i | i | i
CendR NRP1 mod | 3 | 6 | 16 | 10 | 5 | -7 | -4 | -8 | -4 | 8
E coli Lon inh | 3 | -1 | -7 | 4 | 5 | -6 | -7 | -5 | -8 | -13
MT1-MMP act inh | 1 | -4 | 14 | 1 | 6 | 2 | -10 | -1 | 6 | -2

Record cards (already shown):
COc1cc(/C(C)=N/NC(=O)CSc2nc3ccccc3[nH]2)ccc1O as listed: FAS-TE inh: -8; SKN-1 block: -10; MsrA inhibitor: 1.5; bovine MsrA act: -2; Rin1-Abl PPI inh: -5; Neddylation inh: i; CendR NRP1 mod: -7; E coli Lon inh: -6; MT1-MMP act inh: 2
Cc1cc(Br)c2c(c1)=C(c1sc(N3CCCCCC3)nc1O)C(=O)N=2 as listed: FAS-TE inh: -2; SKN-1 block: 4; MsrA inhibitor: -1.0; bovine MsrA act: -1; Rin1-Abl PPI inh: -3; Neddylation inh: i; CendR NRP1 mod: 16; E coli Lon inh: -7; MT1-MMP act inh: 14

Additional structures.
(51) Cc1ccc(C#N)c(SCc2ccccc2[N+](=O)[O-])n1
(52) O=C(O)/C=C\C(=O)Nc1ccc(N2CCN(c3ccc(Cl)c(Cl)c3)CC2)cc1
(53) CC(=O)Nc1cnc(-c2ccccc2C(F)(F)F)cn1
(54) Cc1[nH]c(=O)[nH]c(=O)c1NC(=O)c1cccs1
(55) O=C(CN1C(=O)c2cccc3cccc1c23)N1CCN(c2cccc(Cl)c2)CC1
(56) CCN1CCc2nc3sc(C(=O)Nc4cccnc4Cl)c(N)c3cc2C1
(57) C=CCOC(=O)C1=C[C@H](c2ccccc2)[C@@H](CCCO)[C@H](OCC)O1
(58) COc1ccc(C)c2sc(=NC(=O)c3ccccc3)n(C)c12

compound no. | 51 | 52 | 53 | 54 | 55 | 56 | 57 | 58
FAS-TE inh | 47 | -4 | 0 | -8 | -7 | -16 | -3 | 19
SKN-1 block | 1 | 10 | 15 | -5 | 11 | -7 | 8 | -25
MsrA inhibitor | -0.8 | -0.2 | 0.3 | 0.3 | 0.8 | 2.1 | -0.8 | 0.3
bovine MsrA act | -4 | -2 | 0 | -3 | -3 | -1 | -3 | 2
Rin1-Abl PPI inh | 0 | 2 | 0 | -2 | 0 | -15 | 3 | 1
Neddylation inh | i | i | i | i | i | + | i | i
CendR NRP1 mod | -6 | 1 | 1 | -5 | 0 | -14 | -2 | 17
E coli Lon inh | 0 | 3 | 0 | -4 | -9 | -25 | 3 | 2
MT1-MMP act inh | -2 | 11 | 2 | 3 | 0 | -29 | -2 | 1
